# Compound activity: PubChem BioAssay, National Center for Advancing Translational Sciences (NCATS)
# USP1 inh: inhibitors of human USP1/UAF1 deubiquitinase; O94782; recombinant USP1/UAF1, Ub-Rhodamine cleavage fluorescence; Potency, µM (highest dose often 57.1 µM), inactives show at the top dose activity change, negative = inhibition, actives largely listed as inhibitors; 390,000 compounds, 0.23% hits; also: % is scaled to controls: 0 for no effect and ±100 for the full control effect; nearly all actives have a fitted effect of over 60% in size; inactives centre near -12
#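 1 nM enzyme complex + cpd, 15 min RT; start with Ub-Rho 150nM final; kinetic fluorescence ex 480/em 540, 6 reads q60 s. Buffer 50mM HEPES pH 7.8, 0.5mM EDTA, 0.1 mg/ml BSA, 1mM TCEP, 0.01% Tween-20.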
# ALOX12 inh: inhibitors of human 12S-lipoxygenase ALOX12 | P18054 | purified 12hLO, xylenol orange hydroperoxide absorbance | Potency, µM (series often up to 108 µM), inactives show at the highest dose activity change, negative = inhibition, usual class: inhibitors | 580,000 compounds, 1.1% hits; also: % is scaled to controls: 0 for no effect and ±100 for the full control effect
#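 Purified human 12hLO (150 nM final) in 25 mM Hepes, 0.01% Triton X-100, pH 7.0 was preincubated 15 min at room temperature with compound. Then 40 uM arachidonic acid was added, 30 min. Hydroperoxide was read by Fe-XO absorbance ratio 573/405 nm.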
# Vif-A3G inh: blocks the Vif interaction with human APOBEC3G; HeLa A3G-eYFP + Vif (tagged APOBEC3G with the HIV-1 protein that degrades it), YFP fluorescence, overnight; Potency, µM (doses to about 46.1 µM), for inactives: at the top dose activity, negative = active, hits mostly inhibitors; 410,000 compounds, 0.076% hits; AID 602310;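 also: % is scaled to controls: 0 for no effect and ±100 for the full control effect; nearly all actives have a fitted effect of over 60% in size; hits raise eYFP signal because A3G escapes Vif-driven loss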
# Target sequence (Q9HC16 whole entry, looked up): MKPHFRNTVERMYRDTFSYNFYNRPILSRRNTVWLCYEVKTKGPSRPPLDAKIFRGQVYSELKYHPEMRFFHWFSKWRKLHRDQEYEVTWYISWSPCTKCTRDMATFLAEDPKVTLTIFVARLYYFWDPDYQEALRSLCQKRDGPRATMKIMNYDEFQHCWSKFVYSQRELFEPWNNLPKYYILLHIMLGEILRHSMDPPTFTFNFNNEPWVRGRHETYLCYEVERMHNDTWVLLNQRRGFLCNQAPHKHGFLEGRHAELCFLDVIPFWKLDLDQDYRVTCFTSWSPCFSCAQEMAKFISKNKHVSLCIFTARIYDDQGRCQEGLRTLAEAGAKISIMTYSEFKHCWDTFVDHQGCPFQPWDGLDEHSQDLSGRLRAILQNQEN
#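 Read-out is eYFP fluorescence (Ex 488/Em 500-530) from Vif-expressing HeLa A3G-eYFP cells; more signal means A3G escaped Vif-mediated degradation. Cells plated overnight, compound pinned in, incubated overnight at 37 deg C.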
# TrxR1 substrate: is turned over as a substrate by rat TrxR1. Potency, µM (top dose mostly 114 µM), for inactives: top-dose activity change, negative = substrate turnover. 390,000 compounds, 0.01% hits. purified TrxR1 substrate turnover, NADPH consumption readout. AID 588456; also: % is scaled to controls: 0 for no effect and ±100 for the full control effect; nearly all actives have a fitted effect of over 50% in size
# Target sequence (O89049 whole entry, looked up): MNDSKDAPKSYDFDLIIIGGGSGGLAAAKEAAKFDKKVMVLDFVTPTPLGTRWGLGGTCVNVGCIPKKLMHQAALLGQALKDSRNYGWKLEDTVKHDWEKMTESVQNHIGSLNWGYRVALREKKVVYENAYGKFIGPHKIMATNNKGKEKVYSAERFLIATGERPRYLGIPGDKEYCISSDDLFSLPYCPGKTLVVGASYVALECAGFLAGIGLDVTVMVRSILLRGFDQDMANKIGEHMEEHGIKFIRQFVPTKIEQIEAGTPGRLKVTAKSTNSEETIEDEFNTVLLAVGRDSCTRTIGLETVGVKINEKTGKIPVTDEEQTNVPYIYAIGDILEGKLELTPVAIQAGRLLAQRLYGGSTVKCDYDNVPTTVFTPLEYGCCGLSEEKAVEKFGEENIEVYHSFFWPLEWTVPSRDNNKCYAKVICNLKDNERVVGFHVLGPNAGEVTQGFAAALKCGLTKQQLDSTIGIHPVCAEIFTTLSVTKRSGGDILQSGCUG
#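 Rat TrxR1, dispensed at 90 nM, was prereduced with 400 uM NADPH (final) for 5 min at ~22 deg C, then incubated with compound 15 min before 400 uM selenite. A first-read NADPH fluorescence drop versus no-compound background flagged substrates.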
# rTrxR1 inhibitor: rat TrxR1 inhibition. recombinant rTrxR1, NADPH fluorescence consumption, selenite substrate. 390,000 compounds, 1% hits. AID 588453. Potency, µM (series often up to 114 µM), without a hit: at the top dose activity change, negative = inhibition, hits mostly inhibitors; also: % is scaled to controls: 0 for no effect and ±100 for the full control effect; nearly all actives have a fitted effect of over 65% in size
#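 Rat TrxR1 (90 nM in the dispensed reagent) was pre-reduced with 400 uM NADPH for 5 min at room temperature, then incubated with compound for 15 min. After 400 uM selenite was added, NADPH fluorescence (Ex 340/Em 450 nm) was followed for 8 min.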
# RXFP1 agonist: RXFP1 (human) receptor agonism | HEK293T-RXFP1 cAMP TR-FRET, 30 min; response scale: percent of porcine relaxin response, buffer zero | Potency, µM (titrated, usually from 57.5 µM), for inactives: at the highest dose activation, actives largely listed as activators | 370,000 compounds, 0.3% hits; also: % is scaled to controls: 0 for no effect and ±100 for the full control effect; nearly all actives have a fitted effect of over 60% in size; many of its hits are not listed in these tables
#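 cAMP rise read by TR-FRET after 30 min, 37C compound exposure (up to 58 uM) in RXFP1-transfected HEK293 cells with Ro 20174 present. EC50 from Hill-equation fits, with 29 nM porcine relaxin as 100% and buffer as basal.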
# IDH1 R132H inh: human IDH1 R132H inhibition | IDH1-R132H enzyme, NADPH consumption, diaphorase/resazurin fluorescence | 390,000 compounds, 0.093% hits | O75874 | AID 602179 | Potency, µM (series often up to 76.6 µM), inactives show at the top dose activity change, negative = inhibition, hits mostly inhibitors; also: % is scaled to controls: 0 for no effect and ±100 for the full control effect; nearly all actives have a fitted effect of over 65% in size
#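 IDH1-R132H (0.5 ug/mL dispensed) in pH 7.5 Tris buffer was preincubated 30 min with compound, then given a substrate mix of 0.016 mM NADPH and 2 mM alpha-KG for 80 min at room temperature; remaining NADPH was read by diaphorase/resazurin fluorescence.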
# Vif-A3F inh: blocks the Vif interaction with APOBEC3F | HeLa A3F-eYFP + Vif (tagged APOBEC3F with the HIV-1 protein that degrades it), YFP fluorescence increase | Potency, µM (series often up to 46.1 µM), for the others: at the top dose activity, negative = active | 390,000 compounds, 0.2% hits | AID 602313; also: % of control where 0% means no effect; nearly all actives have a fitted effect of over 65% in size
#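 Fluorescence increase (Ex 488/Em 500-530) after overnight compound treatment at 37 deg C flags inhibition of Vif-driven A3F-eYFP loss in stable HeLa A3F-eYFP/Vif cells seeded overnight beforehand.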
# RGS4 inh: blocks human RGS4-accelerated GTP hydrolysis; P49798; Transcreener GDP fluorescence polarization, RGS4-accelerated GTP hydrolysis; 390,000 compounds, 0.039% hits; Potency, µM (top dose mostly 114 µM), without a hit: at the top dose activity change, negative = inhibition, hits mostly inhibitors; also: % is scaled to controls: 0 for no effect and ±100 for the full control effect; nearly all actives have a fitted effect of over 75% in size; some results filed as inactive show a strong effect at the top dose
# Target sequence (P49798 whole entry, looked up): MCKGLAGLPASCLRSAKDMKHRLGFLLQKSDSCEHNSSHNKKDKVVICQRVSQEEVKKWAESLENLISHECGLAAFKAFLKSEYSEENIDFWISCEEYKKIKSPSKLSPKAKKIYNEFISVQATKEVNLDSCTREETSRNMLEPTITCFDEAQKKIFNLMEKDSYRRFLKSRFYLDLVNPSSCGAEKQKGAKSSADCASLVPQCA
#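 MLSMR compounds (23 nl, pin-transferred) preincubated 10 min at room temperature with a 500nM (2x) first reagent, then RGS4 at 900nM (2x) plus Transcreener GDP mix added; fluorescence polarization (620/688 nm) read before and after 90 min at 30 °C.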
# Numbers without * were called inactive; u = inconclusive; x = not tested or not shown; & = joins results of further samples; [ ] = remark or other dose. Calls follow the shape of the dose curve; as a rule, active = well fitted curve in the direction sought with a large enough effect; inconclusive = small, poorly fitted or top-dose-only effect, or another doubt; inactive = no such curve, though single readings can be large; an effect the other way counts as inactive or inconclusive. Potency is read from the fitted curve at half-maximal effect.
SMILES,USP1 inh,ALOX12 inh,Vif-A3G inh,TrxR1 substrate,rTrxR1 inhibitor,RXFP1 agonist,IDH1 R132H inh,Vif-A3F inh,RGS4 inh
Cn1c(SCC(=O)NCc2ccco2)nnc1-c1ccccc1,-5%,48%[activator],2%&2%,9%[57.1 µM],15%[57.1 µM],-1.3%,1%,-1%,-27%
O=C(Nc1ccc2[nH]ccc2c1)c1cccs1,-11%,0%,-6%,0%,21%,1.0%,-14%,10%,-2%
COC(=O)C1=C(C)Nc2c(c(=O)n(C)c(=O)n2C)C1c1cccnc1 (stereo not given),-6%,-3%,0%,9%,20%,0.8%,5%,-6%,5%
COc1ccc(NC(=O)CN(C)CC(=O)Nc2cccc(F)c2)cc1Cl,-5%,-4%,0%,-10%[57.1 µM],7%[57.1 µM],-1.1%,7%,6%,-11%
O=[N+]([O-])c1cnc(Sc2ccncn2)s1,0%,-82%,-17%,-11%,u,2.4%,-4%,2%,u
O=C(C1CCCN(S(=O)(=O)c2cccc3cccnc23)C1)N1CCN(c2ccccc2F)CC1 (stereo not given),-19%,244%[activator],2%,-4%,0%,-0.8%,-12%,0%,-23%
CCCCC(=Nc1ccccc1OC)C1=C(O)CC(c2ccccc2)CC1=O (stereo not given),-14%,-16%,-4%,4%[11.4 µM],6%,0.2%,1%,1%,3%
CC(C)c1ccc(NC(=O)COc2ccc(F)cc2C(=O)c2cnn(-c3ccccc3)c2)cc1,-25%,-20%,-7%,-5%[57.1 µM],16%[57.1 µM],-0.9%,-1%,0%,-23%
O=C(CS(=O)(=O)c1c[nH]c2ccccc12)NC1CCCCC1,-5%,-29%,-1%,1%,19%,-0.2%,-2%,-2%,5%
Cc1ccc(S(=O)(=O)N2[C@@H](c3ccccc3)C(C(=O)O)=CC[C@H]2c2ccc(C(C)C)cc2)cc1,-34%,u,-10%,5%[57.1 µM],7%[57.1 µM],0.7%,-5%,5%,-9%
CC(C)C(NC(=O)CN1C(=O)c2ccccc2S1(=O)=O)C(C)C,-19%,7%,-1%,-1%,-2%,-0.5%,1%,-2%,1%
CCOC(=O)Nc1c(C(=O)OC)[nH]c2cccc(OC)c12,-6%,490%[activator],-3%,10%,-6%,0.5%,6%,3%,17%
CCOC(=O)C(NC(C)=O)(N1CCc2ccccc2C1)C(F)(F)F (stereo not given),-14%,-22%,-5%,8%,-2%,1.0%,5%,0%,-22%
COc1ccc(CC(=O)NNS(=O)(=O)c2ccccc2[N+](=O)[O-])cc1,-2%,-26%,2%,0%,11%,-6.1%,-2%,4%,-10%
CN(C)c1ccc(N2C(=NC(=O)CC3CCCCC3)SC3CS(=O)(=O)CC32)cc1 (stereo not given),-15%,-2%,6%,-21%[57.1 µM],-9%[57.1 µM],2.3%,7%,6%,-6%[56.9 µM]
Cc1nc2ccccc2n1C(=O)c1ccccc1[N+](=O)[O-],-2%,-29%,-6%,3%,1%,-0.3%,2%,-12%,-11%
COC(=O)c1n[nH]n(-c2ccccc2)c1=O,-20%,0%,-1%,4%,15%,1.5%,2%,-1%,7%
C=CCN(C(=O)Nc1ccc(Cl)cc1)C1CC(=O)N(c2ccc(OC)cc2)C1=O (stereo not given),0%,u,0%,1%,7%,3.5%,11%,2%,16%
CCOCCn1c2ccccc2c2nc3ccccc3nc21,-25%,2%,-13%,13%,27%,6.8%,29%,u,-22%
CCS(=O)(=O)N1CCN(c2ccc([N+](=O)[O-])c(NCc3ccccc3)c2)CC1,2%,-6%,-2%,4%[57.1 µM],2%[57.1 µM],0.1%,3%,-6%,-30%
CC(=C1C(=O)c2ccccc2C1=O)N1CCc2ccccc2C1,u,-21%,-9%,4%,-31%,1.8%,-2%,-5%,-1%
COc1ccc(C2SCCN2S(=O)(=O)c2ccccc2)cc1OC (stereo not given),-24%,1%,-4%,9%[57.1 µM],-5%,-0.5%,4%,3%,13%
CN(C)S(=O)(=O)Oc1ccsc1C(=O)Nc1cccc(Cl)c1,-19%,0%,1%,-5%,7%,0.3%,8%,-18%,-15%
CCc1ccc(CCC(=O)N2CCN(S(=O)(=O)c3sc(C(=O)O)c(C)c3C(=O)O)CC2)cc1,-2%,-12%,1%,24%,41%[activator],x,6%,-11%,u
O=C(NN1C(=O)CSC1=S)C(=O)NN1C(=O)CSC1=S,-15%,-6%,0%,2%[57.1 µM],-10%[57.1 µM],-3.3%,2%,u,-5%
SMILES,USP1 inh,ALOX12 inh,Vif-A3G inh,TrxR1 substrate,rTrxR1 inhibitor,RXFP1 agonist,IDH1 R132H inh,Vif-A3F inh,RGS4 inh
Cc1cc(CNC(=O)C2CCC(=O)N(Cc3ccccc3F)C2)nn1C (stereo not given),-12%,75%[activator],0%,-8%,-10%,-1.2%,-7%,4%,41%
Nc1nc2n(n1)C(c1ccco1)CC(c1ccc(Cl)c(Cl)c1)N2 (stereo not given),4%,1%,-3%,2%,18%,-1.6%,5%,4%,24%
C=CCc1c(C)nc2c(C(=O)O)cnn2c1C,-10%,5%,-1%,34%[activator],27%,0.9%,5%,-1%,-8%
CCNS(=O)(=O)c1ccc(CCC(=O)Nc2ccccc2)cc1,-14%,-6%,-1%,-10%,-15%,2.0%,0%,12%,15%
CCOC(=O)C1CCN(C(=O)COC(=O)/C=C/c2ccccc2)CC1,2%,-1%,4%,-11%,-5%,x,0%,0%,17%
O=C(c1ccco1)N1CCN(Cc2nc3ccc([N+](=O)[O-])cc3c(=O)n2-c2ccccc2F)CC1,-11%,13%,0%,-7%,u,0.2%,-3%,1%,14%
CCC(C)(C)NC(=O)C(c1ccc(OC)cc1)N(Cc1ccc(OC)cc1)C(=O)CCC(=O)Nc1cc(C)on1 (stereo not given),-4%,-3%,-3%,8%[0.0914 µM],4%[57.1 µM],1.9%,-7%,5%,-11%
COc1ccc(NC(=O)CCN2CCCC2)c(OC)c1,-9%,-5%,0%,19%,28%,-0.4%,8%,-15%,27%
O=C(c1cccs1)N1N=C(c2ccccc2)CC1c1ccccc1 (stereo not given),-7%,-3%,-2%,9%,0%,-0.2%,3%,-1%,0%
CC1CCCC(C)N1S(=O)(=O)c1ccc(S(=O)(=O)NCCc2ccncc2)cc1 (stereo not given),-7%,26%,1%,0%,1%,0.7%,1%,-10%,-6%
CCCN(Cc1cccs1)C(=O)Nc1ccc(F)c(Cl)c1,-5%,-13%,1%,0%,9%,-0.8%,-1%,0%,-3%
CCOC(=O)C1(Cc2ccccc2)CCN(Cc2cccc(OC)c2O)CC1,-5%,403%[activator],0%,5%[57.1 µM],20%[57.1 µM],0.4%,9%,8%,7%
CCn1c(SCC(=O)Nc2nonc2C)nnc1-c1ccco1,-3%,0%,-1%,0%[57.1 µM],-3%[57.1 µM],0.2%,5%,-3%,38%
FC(F)(F)c1cc(-c2ccco2)nc(N2CCN(c3ccccc3)CC2)n1,-25%,-9%,6%,-1%,5%,-3.6%,2%,2%,-18%
CCOCCCNC(=O)c1ccc2c(=O)n(CCc3ccccc3)c(=O)[nH]c2c1,u,0%,0%,3%[2.29 µM],15%,8.0%,-4%,-3%,6%
CC(=O)Nc1ccc(S(=O)(=O)n2cnc3cc(C)c(C)cc32)cc1,-4%,-18%,3%,10%[57.1 µM],24%,2.5%,2%,1%,-48%
COCCn1c(=O)[nH]c2cc(C(=O)NCC3CCCO3)ccc2c1=O (stereo not given),3%,-3%,2%,20%[57.1 µM],9%[57.1 µM],3.8%,3%,-7%,40%
Cc1ccc(CCNS(=O)(=O)c2ccc3c(c2)N(C)CCO3)cc1,-10%,u,0%,-2%,3%,-1.3%,-2%,-18%,4%
Cc1cc(C)cc(C(=O)NC(CC(N)=O)c2ccc(N3CCC(N4CCCCC4)CC3)c([N+](=O)[O-])c2)c1 (stereo not given),-9%,3%,4%,5%,23%,-3.2%,8%,-6%,4%
Fc1ccc(CSc2nc3ncc(Br)cc3[nH]2)cc1,-20%,11%,-6%,4%[57.1 µM],37%[activator][57.1 µM],30%,5%,0%,-12%
O=C1C=C(NCc2ccc3c(c2)OCO3)CC(c2ccccc2)C1 (stereo not given),-15%,-7%,-26%,7%[57.1 µM],19%[57.1 µM],-2.8%,1%,-30%,0%
COc1ccc(S(=O)(=O)NCCSc2ccccc2)cc1OC,-12%,-6%,0%,1%,11%,1.5%,2%,-3%,-8%

# One compound at a time (already shown). Order of screens: USP1 inh, ALOX12 inh, Vif-A3G inh, TrxR1 substrate, rTrxR1 inhibitor, RXFP1 agonist, IDH1 R132H inh, Vif-A3F inh, RGS4 inh
# Record of CCOC(=O)C1CCN(C(=O)COC(=O)/C=C/c2ccccc2)CC1 : 2%, -1%, 4%, -11%, -5%, x, 0%, 0%, 17%
# Record of Fc1ccc(CSc2nc3ncc(Br)cc3[nH]2)cc1 : -20%, 11%, -6%, 4%[57.1 µM], 37%[activator][57.1 µM], 30%, 5%, 0%, -12%
# Record of CCC(C)(C)NC(=O)C(c1ccc(OC)cc1)N(Cc1ccc(OC)cc1)C(=O)CCC(=O)Nc1cc(C)on1 (stereo not given) : -4%, -3%, -3%, 8%[0.0914 µM], 4%[57.1 µM], 1.9%, -7%, 5%, -11%
# Record of Cc1cc(C)cc(C(=O)NC(CC(N)=O)c2ccc(N3CCC(N4CCCCC4)CC3)c([N+](=O)[O-])c2)c1 (stereo not given) : -9%, 3%, 4%, 5%, 23%, -3.2%, 8%, -6%, 4%

# The list is partial; rates above refer to the full screens.
